# Screens from PubChem BioAssay.
# Epigenetic derep: derepresses silenced GFP reporter in murine cells; murine LDR cells, GFP reporter derepression, 30 h; Potency, µM (top dose mostly 53.9 µM), for inactives: at the highest dose GFP activation, usual class: activators; actives 0.2% (n = 280,000); AID 1865; note: potency is the fitted concentration of half-maximal effect; % of control where 0% means no effect; nearly all actives have a fitted effect of over 60% in size
#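 Readout is the number of GFP-expressing murine LDR cells, counted by cytometry following washing. Cells were treated with compound for 30 h at 37 C; the stably integrated CMV-GFP locus is normally silent.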
# HttQ103 aggreg: mutant huntingtin aggregation inhibition; PC12 HttQ103-GFP aggregates, Acumen cytometry, 40 h; Potency, µM (highest dose often 46.1 µM), for inactives: at the top dose activity change, negative = inhibition, most hits filed as inhibitors; actives 1.1% (n = 220,000); note: potency is the fitted concentration of half-maximal effect; % is set by controls: 0 for no effect and ±100 for the full control effect; nearly all actives have a fitted effect of over 60% in size
#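 Inducible Q103 Huntingtin exon 1–GFP PC12 line, 1500 cells/well in phenol red free DMEM with 5% equine and 5% calf serum. Tebufenozide 100 nM induced expression; compounds titrated; aggregates quantified by cytometry.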
# IMPase Li cell: cell-permeable IMPase inhibitors with lithium potentiation; CHO-M1 cells, IP1 TR-FRET (IP-One), carbachol + lithium; Potency, µM (top dose mostly 59.4 µM), without a hit: top-dose activity, negative = IMPase inhibition, actives largely listed as inhibitors; actives 0.35% (n = 210,000);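 note: IP1 builds up when IMPase is blocked and the TR-FRET signal falls; potency is the fitted concentration of half-maximal effect; plate controls were basal vehicle for no effect and high inhibitor control for full effect; nearly all actives have a fitted effect of over 50% in size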
#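 Test compounds were applied to CHO-M1 cells previously cultured for 16–30 h at 2000 per well. A small lithium amount accompanied them; after 30 min at 37C, IP1 was quantified by TR-FRET.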
# LMNA splice mod: changes lamin A minigene splicing in HeLa cells | HeLa LMNA splicing GFP/RFP minigene ratio, 48 h | Potency, µM (titrated, usually from 46.1 µM), for inactives: top-dose ratio change, negative = inhibition, usual class: inhibitors | actives 0.01% (n = 200,000) | AID 1487; active = well fitted inhibition curve with a large enough effect in the signal ratio, with a control signal flat, not every such curve was filed as active; inconclusive = small, poorly fitted or top-dose-only effect, or effect the other way, or a change in a side signal; the % refers to the signal ratio; note: potency is the fitted concentration of half-maximal effect; % is set by controls: 0 for no effect and ±100 for the full control effect
#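 Read-out is the ratio of GFP to DsRed2 object intensity, acquired by 488 nm laser-scanning cytometry on HeLa lamin A-EGFP minigene reporter cells. Compound incubation 48 hrs at 37 °C in Opti-MEM with 2% FBS; DMSO 0.5% final.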
# CBFb-RUNX1 inh: blocks binding between human CBF-beta and RUNX1; Q01196+Q13951; AlphaScreen CBFb-His/RUNX1-biotin binding, biochemical; Potency, µM (titrated, usually from 59.8 µM), for inactives: at the highest dose activity, negative = inhibition, usual class: inhibitors; 230,000 tested, under 10 active; note: % of control where 0% means no effect
# Target sequence (Q01196 whole entry, looked up): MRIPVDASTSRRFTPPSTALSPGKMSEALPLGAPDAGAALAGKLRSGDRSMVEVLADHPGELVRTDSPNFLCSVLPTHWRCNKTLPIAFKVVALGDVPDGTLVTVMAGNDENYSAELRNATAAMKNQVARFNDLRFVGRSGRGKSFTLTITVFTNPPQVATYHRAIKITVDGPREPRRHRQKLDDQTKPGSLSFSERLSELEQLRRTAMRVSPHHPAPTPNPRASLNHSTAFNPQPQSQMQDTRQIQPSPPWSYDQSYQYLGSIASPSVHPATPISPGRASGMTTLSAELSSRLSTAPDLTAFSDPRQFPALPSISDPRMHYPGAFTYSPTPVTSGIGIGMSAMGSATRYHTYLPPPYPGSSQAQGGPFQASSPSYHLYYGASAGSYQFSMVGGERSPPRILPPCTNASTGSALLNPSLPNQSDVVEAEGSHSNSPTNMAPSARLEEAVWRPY
# Target sequence (Q13951 whole entry, looked up): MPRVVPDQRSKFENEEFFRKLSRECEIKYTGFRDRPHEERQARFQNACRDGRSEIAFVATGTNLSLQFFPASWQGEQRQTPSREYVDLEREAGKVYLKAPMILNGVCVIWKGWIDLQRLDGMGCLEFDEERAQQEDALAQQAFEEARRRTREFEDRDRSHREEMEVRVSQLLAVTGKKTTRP
#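 CBFb-His/RUNX1-biotin, 30 nM each, preincubated 20 min RT; compound 15 min RT; Ni + streptavidin beads 50 ng each, 90 min RT; AlphaScreen read.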
# * marks the source's active call; other numbers are inactive results; u = inconclusive; x = not tested or not shown; & = joins results of further samples; [ ] = dose if it differs, or a comment. Unless noted, calls come from the whole dose curve; as a rule, active = well fitted curve in the direction sought with a large enough effect; inconclusive = small, poorly fitted or top-dose-only effect, or another doubt; inactive = no such curve, though single readings can be large; an effect the other way counts as inactive or inconclusive. A portion of the library; count on the stated rates, not on these rows.
SMILES,Epigenetic derep,HttQ103 aggreg,IMPase Li cell,LMNA splice mod,CBFb-RUNX1 inh
[O-][Br+2]([O-])O,x,x,4%&-15%,x,14%&17%[21.7 µM]
CCOC(=O)CC(SP(=O)(OC)OC)C(=O)OCC (centres undefined),x,x,-11%,x,-12%[21.7 µM]
O=C(O)c1cccc(Cl)c1,x,x,-2%,x,5%[21.7 µM]
CC(=O)CCC(C)=O,x,x,4%,x,-22%[21.7 µM]
Oc1ccccc1Cl,x,x,-15%,x,-3%[21.7 µM]
Nc1ccc(Cl)cc1N,x,x,21%,x,u
C=C(Cl)CSC(=S)N(CC)CC,x,x,-7%,x,7%[21.7 µM]
Cc1ccc2c(C)cccc2c1,x,x,10%,x,4%[21.7 µM]
Cc1cnc[nH]1,x,x,-8%,x,-18%[21.7 µM]
O=C(Cc1ccccc1)OCc1ccccc1,x,x,11%,x,5%[21.7 µM]
Clc1ccccc1,x,x,-3%,x,11%[21.7 µM]
CCOC(=O)C1OC1(C)c1ccccc1 (centres undefined),x,x,-13%,x,24%[21.7 µM]
CCOc1cc(C=O)ccc1O,x,x,9%,x,15%[21.7 µM]
Cc1cccc(C#N)c1,x,x,13%,x,11%[21.7 µM]
O=Nc1ccc(Nc2ccccc2)cc1,x,x,34%[activator],x,-10%[21.7 µM]
CCN(CC)CCN1C(=O)CN=C(c2ccccc2F)c2cc(Cl)ccc21,x,10%,x,5%,x
CC(=O)OO,x,-13%,x,5%,x
OCC(O)CS (centres undefined),x,8%,x,u,x
O=C(Nc1ccc(Cl)cc1)Nc1ccc(Cl)c(Cl)c1,x,11µM*,x,u,x
C=CCOC(Cn1ccnc1)c1ccc(Cl)cc1Cl (centres undefined),x,16%,x,u,x
CC(Cc1ccccc1)NCc1ccccc1Cl (centres undefined),x,41%,x,u,x
CC(C)n1c(/C=C/[C@H](O)C[C@H](O)CC(=O)O)c(-c2ccc(F)cc2)c2ccccc21,x,-34%,x,u,x
CC(C)C(Br)C(=O)NC(N)=O (centres undefined),x,-10%,x,u,x
COC(=O)[C@H]1C(=O)c2ccccc2O[C@@](C(=O)OC)(c2ccccc2)[C@@H]1c1ccccc1,0.0%[10.1 µM],x,x,x,14%[13.1 µM]
COc1ccc(CCN2CCC(CNC(=O)c3cnn(-c4ccc(C)cc4)c3C3CCN(C(=O)OC(C)(C)C)CC3)CC2)cc1,-0.3%,x,x,u,x
COc1ccc(/C=C/c2nc3ccccc3c(=O)n2-c2ccc(C)cc2)cc1O,0.4%,x,x,u,x
CCc1ccc(OCC(=O)N2CCN(CCc3ccccn3)CC2)cc1,-3.2%,x,x,u,x
CC(=O)N1CCCc2cc(S(=O)(=O)N3CCCC(C(=O)Nc4cccc(F)c4)C3)ccc21 (centres undefined),0.0%,x,x,u,x
Cc1cccc2sc(NC(=O)c3cccn(Cc4ccccc4)c3=O)nc12,u,x,x,0%[46 µM],x
O=C(COc1ccccc1Cl)Nc1ccc2nc(SCC(=O)N3CCCC3)sc2c1,-1.6%,x,x,u,x

# Reformatted field by field: part of the list above.
SMILES: CC(Cc1ccccc1)NCc1ccccc1Cl (centres undefined)
- Epigenetic derep: x
- HttQ103 aggreg: 41%
- IMPase Li cell: x
- LMNA splice mod: u
- CBFb-RUNX1 inh: x

SMILES: CC(C)n1c(/C=C/[C@H](O)C[C@H](O)CC(=O)O)c(-c2ccc(F)cc2)c2ccccc21
- Epigenetic derep: x
- HttQ103 aggreg: -34%
- IMPase Li cell: x
- LMNA splice mod: u
- CBFb-RUNX1 inh: x

# Other compounds:
SMILES,Epigenetic derep,HttQ103 aggreg,IMPase Li cell,LMNA splice mod,CBFb-RUNX1 inh
Cc1ccc(-n2c(/C=C/c3ccccc3)nc3ccccc3c2=O)cc1C,0.0%,x,x,u,x
Cc1ccc(C(=O)c2cn(CC(=O)Nc3ccc(C(C)C)cc3)c3nc(C)ccc3c2=O)cc1,0.0%,x,x,u,x
Cc1cc(OCC(=O)N2CCN(CCc3ccncc3)CC2)cc(C)c1Cl,-1.6%,x,x,5%[46 µM],x
CCCNC(=O)c1cnn2c(C)c(Cc3c(C)cc(C)cc3C)c(C)nc12,0.3%,x,x,u,x
O=C(NCc1ccc2c(c1)CCN2C(=O)c1ccccc1)Nc1cccc(C(F)(F)F)c1,0.9%,x,x,u,x
O=C(CCc1nc(C2=CCN(Cc3cccc(Cl)c3)CC2)no1)Nc1ccccc1F,0.6%,x,x,u,x
CCOc1ccc2nc(NC(=O)c3cccn(Cc4ccccc4)c3=O)sc2c1,4.3%,x,x,24%[46 µM],x
COc1ccc(C)cc1NC(=O)c1cccn(Cc2ccccc2Cl)c1=O,1.4%,x,x,u,x
Cn1c(=O)n(C)c2cc(CNCCc3ccccc3)ccc21,0.0%,x,x,u,x
c1cnc2c(c1)ncn2C1CCNCC1,-5.0%,x,x,-7%[46 µM],x
COc1ccc(C2=C(C(C)=O)Sc3nnc(-c4ccc(C)cc4)n3N2C(C)=O)cc1OC,0.0%,x,x,u,x
N#Cc1cc2c(nc1SCC(=O)Nc1ccc(OC(F)(F)F)cc1)C1CCN2CC1,-5.7%,x,x,u,x
O=C(Nc1ccc(OC(F)(F)F)cc1)c1cccn(Cc2ccccc2Cl)c1=O,0.0%,x,x,2%[46 µM],x
CC(=O)c1cccc(NC(=O)c2cccn(Cc3cccc(C)c3)c2=O)c1,2.1%,x,x,u,x
Cc1ccc(C(C)C)c(OCC(=O)N2CCN(CCc3ccncc3)CC2)c1,0.0%,x,x,-3%[46 µM],x
CCOC(=O)c1cccc(NC(=O)c2cnc(N3CCCCC3)c3ccccc23)c1,2.2%,x,x,u,x
Cc1ccccc1Cn1cccc(C(=O)Nc2nc3ccccc3s2)c1=O,0.8%,x,x,-3%[46 µM],x
Cc1ccc(-n2c(/C=C/c3ccc(Br)s3)nc3ccccc3c2=O)cc1C,5.0%,x,x,-9%[46 µM],x
Cc1ccc(OCCSc2nc3ccc(NC(=O)c4ccc5c(c4)OCO5)cc3s2)cc1,-1.1%,x,x,u,x
Cc1ccc(C)c(N2CCN(C(=O)CCS(=O)(=O)c3ccc4c(c3)oc(=O)n4C)CC2)c1,-0.2%,x,x,u,x

# Reprinted from the results shown (19 entries):
SMILES,Epigenetic derep,HttQ103 aggreg,IMPase Li cell,LMNA splice mod,CBFb-RUNX1 inh
Cc1cccc2sc(NC(=O)c3cccn(Cc4ccccc4)c3=O)nc12,u,x,x,0%[46 µM],x
O=C(COc1ccccc1Cl)Nc1ccc2nc(SCC(=O)N3CCCC3)sc2c1,-1.6%,x,x,u,x
Cc1ccc(-n2c(/C=C/c3ccccc3)nc3ccccc3c2=O)cc1C,0.0%,x,x,u,x
Cc1ccc(C(=O)c2cn(CC(=O)Nc3ccc(C(C)C)cc3)c3nc(C)ccc3c2=O)cc1,0.0%,x,x,u,x
Cc1cc(OCC(=O)N2CCN(CCc3ccncc3)CC2)cc(C)c1Cl,-1.6%,x,x,5%[46 µM],x
CCCNC(=O)c1cnn2c(C)c(Cc3c(C)cc(C)cc3C)c(C)nc12,0.3%,x,x,u,x
O=C(NCc1ccc2c(c1)CCN2C(=O)c1ccccc1)Nc1cccc(C(F)(F)F)c1,0.9%,x,x,u,x
O=C(CCc1nc(C2=CCN(Cc3cccc(Cl)c3)CC2)no1)Nc1ccccc1F,0.6%,x,x,u,x
CCOc1ccc2nc(NC(=O)c3cccn(Cc4ccccc4)c3=O)sc2c1,4.3%,x,x,24%[46 µM],x
COc1ccc(C)cc1NC(=O)c1cccn(Cc2ccccc2Cl)c1=O,1.4%,x,x,u,x
Cn1c(=O)n(C)c2cc(CNCCc3ccccc3)ccc21,0.0%,x,x,u,x
c1cnc2c(c1)ncn2C1CCNCC1,-5.0%,x,x,-7%[46 µM],x
COc1ccc(C2=C(C(C)=O)Sc3nnc(-c4ccc(C)cc4)n3N2C(C)=O)cc1OC,0.0%,x,x,u,x
N#Cc1cc2c(nc1SCC(=O)Nc1ccc(OC(F)(F)F)cc1)C1CCN2CC1,-5.7%,x,x,u,x
O=C(Nc1ccc(OC(F)(F)F)cc1)c1cccn(Cc2ccccc2Cl)c1=O,0.0%,x,x,2%[46 µM],x
CC(=O)c1cccc(NC(=O)c2cccn(Cc3cccc(C)c3)c2=O)c1,2.1%,x,x,u,x
Cc1ccc(C(C)C)c(OCC(=O)N2CCN(CCc3ccncc3)CC2)c1,0.0%,x,x,-3%[46 µM],x
CCOC(=O)c1cccc(NC(=O)c2cnc(N3CCCCC3)c3ccccc23)c1,2.2%,x,x,u,x
Cc1ccccc1Cn1cccc(C(=O)Nc2nc3ccccc3s2)c1=O,0.8%,x,x,-3%[46 µM],x

# Next section
SMILES,Epigenetic derep,HttQ103 aggreg,IMPase Li cell,LMNA splice mod,CBFb-RUNX1 inh
O=C(Nc1ccccc1)N(Cc1ccc2c(c1)OCO2)C1CCN(Cc2ccccc2)CC1,-1.2%,x,x,u,x
COc1cccc(-c2nn3c(=O)cc(CN4CCN(C(=O)COc5ccccc5C)CC4)nc3s2)c1,-3.4%,x,x,-14%[46 µM],x
Cc1cccc(N(C)S(=O)(=O)c2cc(-c3cnc(C4CC4)o3)ccc2C)c1,13%,x,x,u,x
O=C(NCc1ccccc1)c1cccc(Nc2nc3ccccc3n3nnnc23)c1,1.2%,x,x,u,x
Cc1ccc(Cn2cccc(C(=O)Nc3nc4ccc(C)cc4s3)c2=O)cc1,4.2%,x,x,u,x
O=C(Nc1ccc2c(c1)OCCO2)c1cccn(Cc2cccc([N+](=O)[O-])c2)c1=O,2.1%,x,x,-1%[46 µM],x
CC(C)c1ccc(OCC(=O)N2CCN(CCc3ccccn3)CC2)cc1,-3.2%,x,x,16%[46 µM],x
O=C(OCc1cc(=O)n2nc(C3CC3)sc2n1)c1ccc(NC(=O)c2ccccc2Cl)cc1,1.9%,x,x,u,x
COc1ccc(NC(=O)CN2C(=O)CN=C(c3ccccc3)c3ccccc32)c(OC)c1,-0.2%,x,x,6%[46 µM],x
Cc1ccc(-n2ncc(C(=O)N3CCN(c4ccc(Cl)cc4)CC3)c2C2CCN(C(=O)OC(C)(C)C)CC2)c(C)c1,-0.4%,x,x,u,x
CCOc1ccccc1NC(=O)c1cccn(Cc2ccccc2C)c1=O,0.0%,x,x,9%[46 µM],x
Cc1cccc(C(=O)Nc2ccc(C(=O)OCc3cc(=O)n4nc(C5CC5)sc4n3)cc2)c1,u,x,x,u,x
COc1ccc(OCC(=O)N2CCN(CCc3ccccn3)CC2)cc1,-3.2%,x,x,27%[46 µM],x
CC(C)c1ccc(NC(=O)c2ccc(F)c(S(=O)(=O)N3CCc4ccccc4C3)c2)cc1,3.6%,x,x,u,x
COc1ccc(Nc2cc(C)c3cc(NC(=O)c4ccccc4Cl)ccc3n2)cc1,0.0%,x,x,u,x
Cc1ccc(Cl)cc1Nc1nn2c(=O)c3ccc(C(=O)NCc4cccs4)cc3nc2s1,2.6%,x,x,u,x
O=C(COc1cccc(Cl)c1)N1CCN(CCc2ccncc2)CC1,-1.6%,x,x,4%[46 µM],x
